GlmU inhibition – inhibition of mycobacterial GlmU enzyme – biochemical, glucosamine-1-phosphate acetyltransferase (AID 1376); M. tuberculosis GlmU acetyltransferase enzyme assay; higher % means a stronger effect; inhibition, %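 (tested at 30 µM in the primary screen)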, or IC50 in µM where a hit was titrated; 0.25% of 220,000 active; in the data active = inhibition above about 13%;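 note: 0% = complete reaction with vehicle and 100% = reaction without substrate; strong numbers were not always called active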
Mtb RmlCD inh – M. tuberculosis RmlC/RmlD inhibition; P9WH09+P9WH11; RmlC+RmlD coupled enzyme assay, percent inhibition; primary screen in compound mixtures; inhibition, % at 3.6 µM; 0.03% of 160,000 active; AID 1533; in the data active = inhibition mostly above about 34%, no sharp cut-off; note: some results filed as inactive read as strong as hits
Target sequence (P9WH09 whole entry, looked up): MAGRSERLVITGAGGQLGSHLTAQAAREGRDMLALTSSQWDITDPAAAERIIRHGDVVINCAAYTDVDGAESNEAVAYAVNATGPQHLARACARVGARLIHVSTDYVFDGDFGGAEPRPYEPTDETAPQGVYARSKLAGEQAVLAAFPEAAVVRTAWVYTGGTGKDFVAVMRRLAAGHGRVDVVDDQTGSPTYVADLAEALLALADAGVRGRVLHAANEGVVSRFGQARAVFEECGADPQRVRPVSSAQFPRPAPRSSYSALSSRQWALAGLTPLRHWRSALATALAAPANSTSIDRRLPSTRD
Target sequence (P9WH11 whole entry, looked up): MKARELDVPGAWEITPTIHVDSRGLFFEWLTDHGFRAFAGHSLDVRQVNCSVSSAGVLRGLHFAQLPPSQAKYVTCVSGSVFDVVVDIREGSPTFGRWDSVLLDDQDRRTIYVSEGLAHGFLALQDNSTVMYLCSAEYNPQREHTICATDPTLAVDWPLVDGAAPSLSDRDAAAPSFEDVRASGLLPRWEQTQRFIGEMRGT
* marks the source's active call; other numbers are inactive results; / = not tested or not shown. A portion of the library; rates above refer to the full screens.

item	Compound	GlmU inhibition	Mtb RmlCD inh
1	Cc1ccnc(NC(=O)CCC(=O)N(CC(=O)NCc2ccccc2)Cc2cccs2)c1	-6.0%	5
2	Cc1cc(C)c2c(=O)[nH]c(SCc3ccccc3)nc2n1	-1.6%	7
3	CC(NC(=O)Nc1ncccn1)(C(F)(F)F)C(F)(F)F	2.6%	/
4	Cc1ccc(C(=O)N/N=C\c2cccn2C)cn1	-2.1%	82
5	COc1ccc(Cl)cc1NC(=S)Nc1ccccc1F	-1.1%	-10
6	CCc1ccc(-c2nn(-c3cc(Cl)ccc3[N+](=O)[O-])c(=O)c3ccccc23)cc1	1.2%	/
7	O=C(CCCn1cc([N+](=O)[O-])cn1)NC1CCCCCC1	4.2%	-5
8	O=S(=O)(/N=C(/c1ccccc1)N1CCCCC1)c1ccccc1	1.2%	/
9	Cc1ccccc1NC(=O)CCC(=O)N/N=C/c1ccc(F)cc1	-4.0%	10
10	Cc1cccc(NC(=S)N/N=C2\CC(C)(C)Oc3ccc(O)cc32)c1	-1.9%	-9
11	Cc1csc(=N)n1Cc1ccccc1	5.5%	3
12	Cc1[nH]c(=S)c(C#N)c(C)c1CCC#N	3.2%	-13
13	COc1ccc(OC)c(NC(=S)NCc2cccnc2)c1	11%	-9
14	COc1ccc(/C=C2\SC(=O)N(CCNC(=O)C3CC(=O)N(c4ccccc4)C3)C2=O)cc1 (stereo unspecified)	1.7%	/
15	CC(=O)N1CCC2(CC1)C/C(=N\NC(=S)Nc1ccccc1C)c1cc(O)ccc1O2	5.0%	-8
16	Cc1ccc(-n2nc(C)c3c(=O)[nH]c(C(F)(F)F)nc32)cc1	2.6%	3
17	CC(C)Cn1cnc2c(c1=N)C(c1ccccc1)C1=C(CC(C)(C)CC1=O)O2 (stereo unspecified)	1.0%	-7
18	S=c1[nH]nc(COc2ccccc2)n1/N=C/c1ccccn1	0.8%	/
19	O=C(N/N=C/c1cccc(Oc2ccccc2)c1)c1ccccc1Br	4.3%	-3
20	COc1ccccc1NC(=O)Cn1c(=O)n2nc(C)nc2c2ccccc21	3.0%	5
21	O=C(CSc1nnc2ccccn12)Nc1ccc2c(c1)OCO2	-0.2%	-6
22	CC1C/C(=N\NC(=O)CCc2ccc(S(=O)(=O)N3CCOCC3)cc2)CC(C)(C)C1 (stereo unspecified)	-5.4%	-2
23	Cc1cc(C)n(/N=C/c2cccs2)c(=O)c1C#N	6.4%	-8
24	C=CCNc1nc(C)nc(OC)n1	-4.0%	11
25	CC(=O)c1c(C(C)=O)c(C)n(C2CCCCC2)c1C	7.3%	/
26	CC(=O)Nc1ccc(NC(=O)Cn2nc([N+](=O)[O-])c(Br)c2C)cc1	-2.5%	5
27	COC(=O)[C@@H](NC(=O)Nc1cccc(Br)c1)C(C)C	-3.1%	/
28	COc1ccc(OC)c(NC(=O)CSc2ncnc3c2cnn3-c2ccccc2Cl)c1	0.5%	/
29	CCC(C)c1ccc(O)c(NC(=S)NC(=O)c2cccnc2)c1 (stereo unspecified)	0.0%	/
30	O=C(COC(=O)c1ccc([N+](=O)[O-])o1)Nc1cccc(S(=O)(=O)N2CCCCC2)c1	3.8%	2
31	CCOC(=O)C1=C(N)Oc2ccccc2C12C(=O)N(CC(=O)OC)C(CC(=O)OC)=C2C(=O)OC (stereo unspecified)	-4.1%	/
32	O=S(=O)(c1cccc2c(S(=O)(=O)N3CCCC3)cccc12)N1CCCC1	-1.7%	/
33	Cc1c(C)[n+](=O)c(-c2ccco2)c(C)n1[O-]	6.6%	-9
34	Cc1ccccc1NC(=O)CSc1nn2c(=O)c(C)nnc2s1	2.2%	-7
35	O=[N+]([O-])c1cc2c(cc1[N+](=O)[O-])OCCOCCOCCOCCO2	1.0%	4
36	CCOC(=O)C1CCN(CC(=O)Nc2c(C(=O)OC)[nH]c3cccc(C)c23)CC1	-0.5%	/
37	O=S(=O)(Nc1cccc(S(=O)(=O)N2CCOCC2)c1)c1ccc2c(c1)OCCO2	-5.5%	8
38	CC(=O)c1c(N(C)C)ccnc1C(F)(F)F	-8.3%	35
39	N#Cc1c(NC(=O)Cn2cnc3ccccc3c2=O)oc(-c2ccccc2)c1-c1ccccc1	5.5%	5
40	CCOc1ccc(/C(O)=C2/C(=O)C(=O)N(CCOCCO)C2c2ccc(F)cc2)cc1 (stereo unspecified)	-4.7%	-15
41	Cc1ccc(NC(=O)CNCCCN2CCOCC2)cc1S(=O)(=O)N1CCCCC1	-0.7%	-5
42	Cc1nn(C(C)(C)C)c(N)c1-c1ccccc1	-0.3%	/
43	CC(C)N1CCC(=NNC(=O)c2ccc(Br)o2)CC1	2.2%	-2
44	Cn1nc(C(F)(F)F)c(CN2CC(C)(C)C2=O)c1N1CCOCC1	1.5%	14
45	COc1ccc(Cc2nnc(NS(=O)(=O)c3ccc(Cl)cc3)s2)cc1OC	6.7%	-8
46	CCn1c(Cc2ccc(OC)cc2)nnc1SCC(=O)NC1CCCCC1	-5.2%	/
47	CC(C)(CO)N=C1NS(=O)(=O)c2cc([N+](=O)[O-])ccc21	-2.1%	-5
48	O=S(=O)(NCCc1csc(-c2ccccc2)n1)c1cccnc1	4.6%	4
49	CCOc1cccc2sc(Cl)nc12	1.5%	6
50	Cc1ccccc1NC(=S)NNC(=O)c1ccoc1C	2.8%	2

Single records, as listed above.
Record of CCn1c(Cc2ccc(OC)cc2)nnc1SCC(=O)NC1CCCCC1 = GlmU inhibition = -5.2%; Mtb RmlCD inh = /
Record of CC1C/C(=N\NC(=O)CCc2ccc(S(=O)(=O)N3CCOCC3)cc2)CC(C)(C)C1 (stereo unspecified) = GlmU inhibition = -5.4%; Mtb RmlCD inh = -2
Record of N#Cc1c(NC(=O)Cn2cnc3ccccc3c2=O)oc(-c2ccccc2)c1-c1ccccc1 = GlmU inhibition = 5.5%; Mtb RmlCD inh = 5

Going on with the list.
item	Compound	GlmU inhibition	Mtb RmlCD inh
51	Cc1cccc(C)c1N=Cc1c(C(F)(F)F)[nH][nH]c1=O	-2.8%	4
52	CS(=O)(=O)NCCCNc1ccc(C(F)(F)F)cc1[N+](=O)[O-]	-3.3%	13
53	NC(=O)c1ccsc1NC(=O)COC(=O)/C=C/c1ccc([N+](=O)[O-])cc1	1.0%	-5
54	CC(=O)c1ccccc1OC(=O)CCN1C(=O)C2C3C=CC(C4CC34)C2C1=O (stereo unspecified)	-0.3%	-13
55	CC(=O)Nc1nc(C)c(Oc2cccc(C(F)(F)F)c2)c(=O)[nH]1	-4.2%	0
56	CCCC[C@@H]1CN=C(N)N1CCc1cccc(F)c1	-6.4%	/
57	COc1ccccc1CNCc1cc(OC)c(OC)cc1OC	-1.3%	4
58	C=CC[n+]1c(-c2ccccc2)csc1NC(C)(C)C	5.6%	9
59	CCOc1ccc(C2N(c3cc(C)on3)C(=O)C3CCCN32)cc1OC (stereo unspecified)	3.1%	3
60	CCNC(=O)N1C(=O)C2(OCCO2)c2ccccc21	-4.3%	-5
61	CC(C)CNC(=S)NC(=O)c1ccc([N+](=O)[O-])cc1	4.9%	6
62	CCN(CC)CCNS(=O)(=O)c1ccc(Cl)cc1	0.1%	-8
63	CC(=O)Nc1ccc(S(=O)(=O)N2CCN(C(=O)N3CCOCC3)CC2)cc1	1.7%	-2
64	CC(NC(=O)c1ccc(C(C)(C)C)cc1)C(=O)O (stereo unspecified)	0.6%	-9
65	COc1ccc2c(c1)C1NC(=S)N[C@@](C)(O2)C1C(=O)Nc1ccccc1 (stereo partly specified)	0.2%	6
66	O=C(NC(=S)Nc1ccccc1)c1ccc(Br)o1	-1.2%	/
67	CCn1cc(C(=O)OCC(=O)N(C)Cc2ccccc2)c(=O)c2ccc(C)nc21	0.8%	3
68	COc1ccc(NC(=O)c2ccco2)cc1NC(=O)c1cccs1	0.1%	15
69	Cc1ccc(NC(=O)CC2SC(=NC3CCCCC3)NC2=O)cc1 (stereo unspecified)	6.2%	4
70	O=c1[nH][nH]c(C(F)(F)F)c1C=Nc1ccc(Cl)cc1	3.5%	-7
71	Cc1ccc(C2/C(=C(\O)c3ccc4c(c3)OCCO4)C(=O)C(=O)N2CCCN(C)C)o1 (stereo unspecified)	5.5%	16
72	C=CCn1c2ccccc2c2nnc(SCC(=O)NC(C(=O)OC)C(C)C)nc21 (stereo unspecified)	10%	4
73	Cc1ccc(CNC(=O)c2ccc(Cn3nc(C)c(Cl)c3C)o2)cc1	1.6%	4
74	COc1ccc2c(c1)CC/C(=C/c1cc(OC)c(OC)c(OC)c1)C2=O	5.9%	-8
75	COC1CCCN(Cc2cn(C)nc2-c2ccc(Oc3ccccc3)cc2)C1 (stereo unspecified)	-1.8%	14
76	CCOC(=O)C(NC(=O)c1ccc(OC)cc1)(Nc1cc(C)on1)C(F)(F)F (stereo unspecified)	0.9%	-2
77	CCCc1nc2ccccc2c(=O)n1-c1ccc(C(=O)OCC)cc1	-6.4%	0
78	CCOC(=O)C1C(=O)C=C(c2ccc(C)cc2)CC1c1cccc([N+](=O)[O-])c1 (stereo unspecified)	0.2%	-4
79	Cc1cccn2c(N)c(-c3ccccc3)nc12	-1.2%	3
80	O=C(COc1cc(Cl)c(Cl)cc1Cl)NC(=O)Nc1ccc2c(c1)OCCO2	1.4%	5
81	CN(c1ccccc1)S(=O)(=O)c1cccc(C(=O)Nc2nn[nH]n2)c1	1.0%	-4
82	O=c1c2ccccc2nc(-c2ccc(F)cc2)n1NCc1ccccc1O	1.5%	2
83	CC1CCCCC1NC(=O)COC(=O)c1ccc2ccccc2n1 (stereo unspecified)	6.3%	-10
84	O=C(NCCOc1ccccc1Cl)c1cc(F)c(F)cc1Cl	0.5%	6
85	Cc1ccc2nc(-c3ccc(NC(=O)CCN4C(=O)c5ccccc5C4=O)cc3)sc2c1	0.9%	-3
86	CCOC(=O)C1=C(c2ccccc2)NC(=S)NC1c1ccc(Cl)c([N+](=O)[O-])c1 (stereo unspecified)	0.9%	-6
87	CC(=O)c1c(C)nc2ccccn12	/	-9
88	COc1ccccc1NC(=O)Nc1ccnn1C1CCCCC1	0.4%	/
89	COc1ccc(Br)cc1S(=O)(=O)N1CC(C)OC(C)C1 (stereo unspecified)	2.3%	/
90	Cc1csc(NC(=O)c2cc(-c3ccncc3)nc3ccccc23)n1	2.8%	-2
91	Cc1ccc(-c2nnn(CC(=O)NCCc3ccc4c(c3)OCO4)n2)o1	5.5%	/
92	CCS(=O)(=O)Nc1cc(OC)c(OC)cc1Cc1nccc2cc(OC)c(OC)cc12	-2.6%	/
93	COC(=O)C1SCC2C(=O)N(Cc3ccc(Cl)cc3)CC(=O)N21 (stereo unspecified)	-4.8%	5
94	NC1=NC(=O)/C(=C/c2cn(CCC(=O)O)nc2-c2ccc(F)cc2)S1	5.1%	-8
95	CCS(=O)(=O)N1Cc2ccccc2CC1C(=O)Nc1nc2ccc(F)cc2s1 (stereo unspecified)	-6.4%	6
96	CCCCc1nc(N)c(C#N)c(-c2ccco2)c1CCC	0.5%	/
97	Cc1cccc(C2=NCC(=O)N(CC(=O)NCc3ccco3)c3sc4c(c32)CCCC4)c1	0.6%	/
98	CC(C)Cc1csc(NC(=O)c2ccccc2Cl)c1C(=O)O	6.9%	/
99	Cc1cc(C(=O)CSc2ncccn2)c(C)n1-c1cccc(F)c1	1.7%	-15
100	Cc1cc(S(=O)(=O)Nc2c(C)nc3nc[nH]n3c2=O)ccc1F	-1.7%	11

An excerpt of these results, in transposed form:
91: Cc1ccc(-c2nnn(CC(=O)NCCc3ccc4c(c3)OCO4)n2)o1
79: Cc1cccn2c(N)c(-c3ccccc3)nc12
76: CCOC(=O)C(NC(=O)c1ccc(OC)cc1)(Nc1cc(C)on1)C(F)(F)F (stereo unspecified)
78: CCOC(=O)C1C(=O)C=C(c2ccc(C)cc2)CC1c1cccc([N+](=O)[O-])c1 (stereo unspecified)

screen / no.	91	79	76	78
GlmU inhibition	5.5%	-1.2%	0.9%	0.2%
Mtb RmlCD inh	/	3	-2	-4

Following part.
item	Compound	GlmU inhibition	Mtb RmlCD inh
101	CCCC(C)C(=O)Nc1ccc(S(N)(=O)=O)cc1 (stereo unspecified)	-0.3%	20
102	O=C(O)[C@@H]1CCCN1C(=O)c1ccco1	-8.1%	-4
103	Cn1c(O)c(C=Nc2ccccc2-c2ccccc2)c(=O)n(C)c1=O	-0.6%	3
104	O=C(Nc1nc(-c2cccs2)cs1)c1cccc(S(=O)(=O)N2CCCCCC2)c1	3.6%	/
105	COc1ccc(N2CCN(c3nc4ccccn4c(=O)c3C=O)CC2)cc1	-2.2%	/
106	CC(C)n1c(NCc2cccs2)nc2ccccc21	4.5%	-8
107	COc1ccc(/C=N/NC(=O)c2ccc(O)cc2)cc1CN1CCCc2ccccc21	3.0%	-7
108	COc1ccc(F)c(-c2nc(CN3CCC(c4ccccc4)CC3)c(C)o2)c1	-1.3%	-6
109	CCOC(=O)c1c(CC(C)C)csc1NC(=O)CCl	/	23
110	Cc1nc2nc[nH]n2c(=O)c1NS(C)(=O)=O	0.2%	/
111	O=C(Nc1cccnc1)c1ccc(-c2ccccc2)cc1	1.4%	-10
112	O=C1OCC2=C1C(c1ccccc1)CC(=O)N2c1cccc(F)c1 (stereo unspecified)	0.2%	5
113	c1ccn2c(c1)nc1c2nc2ccccn21	2.7%	/
114	CSCCC(NC(=O)c1ccccc1)C(=O)NCc1ccco1 (stereo unspecified)	3.4%	8
115	O=C(CSc1nn(-c2ccc(F)cc2)c(=S)s1)NC1CCS(=O)(=O)C1 (stereo unspecified)	3.2%	4
116	CCOc1ccc(S(=O)(=O)NCCC2=CCCCC2)c2ccccc12	2.3%	5
117	Cc1ccc(CSC(Nc2ccc(F)cc2)=C(C#N)C#N)cc1	9.1%	/
118	CCc1c(C(=O)O)[nH]c2ccc(Br)cc12	1.2%	-5
119	COc1ccccc1C(=O)NNC(=O)c1cccc([N+](=O)[O-])c1	0.5%	-9

Screening results: PubChem BioAssay, several laboratories
